# Bioassay records from PubChem BioAssay.
# Luciferase inh: blocks purified firefly luciferase enzyme activity; 2.5% of 76,000 active; P08659; purified P. pyralis luciferase, luminescence, biochemical; Potency, µM (top dose mostly 115 µM), for the others: at the highest dose activity change, negative = inhibition, actives largely listed as inhibitors; also: potency is read from the fitted curve at half-maximal effect; nearly all actives have a fitted effect of over 65% in size
#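 Luminescence read by CCD imaging after purified firefly luciferase (10nM final) was added to substrate buffer holding 10uM D-luciferin and 10uM ATP, pH 7.5, pre-dosed with compound.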
# SNCA viab count: reduces viability of HEK-293 SNCA reporter cells; HEK-293-SNCA-luc viability, GF-AFC fluorescence, 24 h; Potency, µM (doses to about 57.1 µM), for inactives: at the top dose activity change, negative = cytotoxicity, hits mostly cytotoxic; 0.12% of 150,000 active;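 also: potency is read from the fitted curve at half-maximal effect; 0% = DMSO-treated cells and -100% = medium-only wells without cells; nearly all actives have a fitted effect of over 30% in size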
#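 Cytotoxicity counterscreen: after 24 h compound treatment of genome-edited SNCA-luciferase HEK-293 cells, live-cell protease substrate GF-AFC read by fluorescence after 30 min; activity scaled between DMSO (0%) and medium-only (-100%), curves Hill-fitted.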
# HEK293 tox: cytotoxic compounds in HEK 293 cells; AID 1345083; Potency, µM (series often up to 115 µM), without a hit: at the highest dose activity change, negative = cytotoxicity, usual class: inhibitors; 6.6% of 94,000 active; HEK 293 viability, ATP luminescence (CellTiter-Glo), 48-72 h; also: potency is read from the fitted curve at half-maximal effect; nearly all actives have a fitted effect of over 60% in size
#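 HEK 293 cells at 250 cells/well were exposed to compounds by pintool transfer for 48 or 72 hr at 37 degree Celsius, 5% CO2. Viability was read as ATP-coupled luminescence with CellTiter-Glo after 10 min at room temperature.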
# IP6K1 inhibitor: IP6K1 kinase inhibition. Q92551. IP6K1 kinase, ADP-Glo luminescence, 2 h; active compounds read low. activity change, % (series mostly up to about 58 µM). 0.81% of 140,000 active. AID 1645851; in the data active = activity change below about -25%
#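 ADP-Glo luminescence measures ADP made by human IP6K1 during a 2 h RT reaction with ATP/IP6 (mix at 1.3 mM/130 uM); top library doses 57.5 and 19.1 uM final.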
# NIH3T3 tox: kills NIH 3T3 cells; NIH 3T3 viability, CellTiter-Glo ATP luminescence, 48-72 h; Potency, µM (series often up to 96.7 µM), without a hit: at the top dose activity change, negative = cytotoxicity, usual class: inhibitors; 4.3% of 94,000 active; AID 1345082; also: potency is read from the fitted curve at half-maximal effect; nearly all actives have a fitted effect of over 55% in size
#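 Cells were seeded at 400 per well, treated with pin-transferred compound, and kept 48 or 72 hr at 37 °C before CellTiter-Glo addition and luminescence imaging of cellular ATP.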
# SNCA expr inh: reduces expression of the alpha-synuclein gene; HEK-293 SNCA-luciferase knock-in, luminescence, 24 h; Potency, µM (doses to about 57.2 µM), without a hit: at the highest dose activity change, negative = inhibition, most hits filed as inhibitors; 0.17% of 140,000 active;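 also: potency is read from the fitted curve at half-maximal effect; plate controls were DMSO cells for no effect and cell-free wells for full effect; nearly all actives have a fitted effect of over 45% in size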
# GPT2 inhibitor: GPT2 alanine aminotransferase inhibition. Recombinant GPT2, coupled pyruvate oxidase/HRP Amplex Red fluorescence. Potency, µM (highest dose often 57.7 µM), for inactives: at the top dose activity change, negative = inhibition, actives largely listed as inhibitors. 0.25% of 100,000 active; also: potency is read from the fitted curve at half-maximal effect; nearly all actives have a fitted effect of over 60% in size; many of its hits are not listed in these tables
# Target sequence (Q8TD30 whole entry, looked up): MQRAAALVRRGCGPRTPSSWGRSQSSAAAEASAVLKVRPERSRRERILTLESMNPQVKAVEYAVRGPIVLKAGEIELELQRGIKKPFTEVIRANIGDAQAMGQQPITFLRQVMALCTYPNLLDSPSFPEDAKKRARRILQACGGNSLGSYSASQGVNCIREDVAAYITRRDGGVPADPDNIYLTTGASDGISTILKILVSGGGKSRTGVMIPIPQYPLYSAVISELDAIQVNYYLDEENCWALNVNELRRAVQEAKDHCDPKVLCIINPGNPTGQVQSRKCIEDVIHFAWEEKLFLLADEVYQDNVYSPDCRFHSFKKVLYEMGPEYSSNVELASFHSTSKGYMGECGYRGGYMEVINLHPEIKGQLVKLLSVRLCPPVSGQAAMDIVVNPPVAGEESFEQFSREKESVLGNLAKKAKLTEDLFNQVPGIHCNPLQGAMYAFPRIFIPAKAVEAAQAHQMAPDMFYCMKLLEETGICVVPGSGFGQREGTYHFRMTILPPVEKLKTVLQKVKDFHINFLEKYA
#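 GPT2 10ng/uL, a-KG 250uM, L-Ala 2mM, HEPES pH7.5 + 0.0001% Tween; 30 min RT. Then Amplex mix (PO/HRP/ThPP), 30 min RT dark, fluorescence. AOA 50uM used as positive control.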
# Numbers without * were called inactive; i = inactive; ? = inconclusive; · = no result given; [ ] = another dose, or the depositor's remark. Unless noted, calls follow the shape of the dose curve; as a rule, active = well fitted curve in the direction sought with a large enough effect; inconclusive = small, poorly fitted or top-dose-only effect, or another doubt; inactive = no such curve, though single readings can be large; an effect the other way counts as inactive or inconclusive. Unless noted, % is scaled to controls: 0 for no effect and ±100 for the full control effect. Compounds were not picked by outcome; any-hit rate near 7.8%.
SMILES	Luciferase inh	SNCA viab count	HEK293 tox	IP6K1 inhibitor	NIH3T3 tox	SNCA expr inh	GPT2 inhibitor
COc1ccc2[nH]c3c(c2c1)CCN(C)C31CCN(C(=O)c2ccsc2)CC1	1%	1%[12.5 µM]	?	4	-20%	?	-8%
Clc1cccc(N2CCN(c3nc4ccccc4n4nnnc34)CC2)c1	·	10%	·	6	·	160%[activator]	·
Fc1ccc(CN2CCn3c(nnc3-c3ccncc3)C2)cc1	·	2%	-3%	29	-13%	12%	-1%
O=C(Nc1ccc2ncnc(N3CCCCC3)c2c1)c1cc(F)ccc1F	-5%	-20%	?	9	?	-12%	0%
CC[C@H]1CN(C(=O)Nc2cccc(C(F)(F)F)c2)CC[C@H]1CC(=O)NCc1ccc(OC)cc1	7%	-20%	40µM*	-13	?	-22%	-7%
O=C1N(CCC2CCOC2)c2ccccc2NC12CCNCC2 (configuration not stated)	0%	-17%	-6%	6	-2%	11%	?
Cc1ccc(-c2nc3ccccc3[nH]2)cc1NC(=O)COc1ccc(Cl)cc1Cl	·	-3%	·	0	·	4%	·
CC(C)CCNC(=O)Cn1ccn2nc(-c3ccccc3)c(CO)c2c1=O	-12%	?	-8%	11	4%	?	3%
O=C(CCCCCn1c(=O)c2sccc2n(CC(=O)Nc2cc(C(F)(F)F)ccc2Cl)c1=O)NCc1ccccc1Cl	·	-3%	·	3	·	?	·
Cc1noc2c(-c3ccc(N4CCOCC4)cc3)cc(-c3ccccc3)nc12	-4%[172 µM]	17%[87.6 µM]	?	-13	?	24%[87.6 µM]	-15%[88.5 µM]
Cc1ccccc1-c1nc2cc(NC(=O)COc3ccc(F)cc3)ccc2o1	·	7%	·	15	·	93%[activator]	·
O=C(C1CCCN(C(=O)C2CC2)C1)N1CCC(N2CCOCC2=O)CC1 (configuration not stated)	·	9%	-2%	10	-14%	21%	4%
COC(=O)c1ccc(OCC2c3cc(OC)c(OC)cc3CCN2C(=O)Cc2ccccc2)cc1 (configuration not stated)	·	-21%	·	13	·	-12%	·
Cc1cccc2c1-c1sc(C(=O)NCCc3ccc(Cl)cc3)cc1CO2	·	-15%	·	-11	·	-29%	·
CC(C)N1CCN(C(=O)c2ccc3c(c2)C(O)CCCCCN3C)CC1 (configuration not stated)	1%	6%	i	-4	-25%	0%	i
Cc1ccc(Cl)cc1NC(=O)CSc1nc2ccccc2nc1Cc1ccccc1	·	-1%	·	2	·	36%[activator]	·
COc1ccc(-c2cc(N3CCC(NC(=O)c4cccc(OC(F)(F)F)c4)C3)n[nH]2)cc1 (configuration not stated)	-10%	-13%	40µM*	10	?	2%	2%
O=C(Nc1cccc(C(F)(F)F)c1)c1nc2c(o1)CCN(Cc1ccc(F)cc1)CC2	6%[172 µM]	-24%[87.6 µM]	28µM*	3	28µM*	-18%[87.6 µM]	-39%[88.5 µM]
CC(C)Oc1ccc(CNC(=O)c2ccc3nc(C(C)C)oc3c2)cc1	·	2%	·	3	·	59%[activator]	·
Cc1ncsc1CN1C(=O)CO[C@H](c2ccc(NC(=O)c3cccnc3)cc2)[C@H]1CO	1%	-3%	i	13	i	-17%	-7%
Cc1nc2nc(C)c(CCC(=O)NCCc3ccccc3)c(C)n2n1	·	8%	·	0	·	43%[activator]	·
CN1CC(=O)N(CC(=O)Nc2ccc(OC(F)(F)F)cc2)c2ccccc2C1=O	·	-8%	·	18	·	18%	·
Cc1ccc2nc(-c3ccc(Cl)cc3)cc(C(=O)OCC(=O)c3ccccc3)c2c1	·	-8%	·	-4	·	3%	·
Cc1ccc(C(=O)N2CCC3(CC2)NC(=O)N(c2ccc(F)cc2)N3)s1	8%	-3%	-30%	-4	?	13%	?
O=C(NCc1cccnc1)[C@@H]1C[C@@H](O)CN1C1CCN(C(=O)Cc2ccccc2)CC1	-8%	0%	-6%	-5	-2%	-6%	i
Cc1cc(NC(=O)Nc2nnc(N3CCCCC3)s2)ccc1Br	·	4%	·	24	·	-9%	·
Cc1ccc(NC(=O)N2CCCC(Cn3c(C4CC4)nc4cccnc43)C2)cc1F (configuration not stated)	-4%	-11%	?	-4	?	46%[activator]	i
CC1(C(=O)NCC2CC2)CCCc2cnc(NCc3ccccc3)nc21 (configuration not stated)	3%[172 µM]	1%[87.6 µM]	?	0	?	?	-16%[88.5 µM]
COc1ccc(CC(=O)N2CCc3nc(C)nc(-c4ccc(OC)cc4)c3C2)cc1	·	-16%	4%	-11	i	18%	0%
C=CCNC(=O)C[C@@H]1CCN(C(=O)c2ccnc(Cl)c2)C[C@@H]1CC	-10%[172 µM]	5%[87.6 µM]	-28%[172 µM]	-8	-21%[174 µM]	?	3%[88.5 µM]
COc1ccc(NC(=O)Nc2nnc(N3CCCCCC3)s2)cc1	·	-12%	·	-2	·	58%[activator]	·
CCO[C@H]1CN(C(=O)c2cnn(-c3ccccc3OC)c2)C[C@@H]1O	0%	0%	-3%	-9	-7%	7%	i

# Entries above with fluorine:
SMILES	Luciferase inh	SNCA viab count	HEK293 tox	IP6K1 inhibitor	NIH3T3 tox	SNCA expr inh	GPT2 inhibitor
Fc1ccc(CN2CCn3c(nnc3-c3ccncc3)C2)cc1	·	2%	-3%	29	-13%	12%	-1%
O=C(Nc1ccc2ncnc(N3CCCCC3)c2c1)c1cc(F)ccc1F	-5%	-20%	?	9	?	-12%	0%
CC[C@H]1CN(C(=O)Nc2cccc(C(F)(F)F)c2)CC[C@H]1CC(=O)NCc1ccc(OC)cc1	7%	-20%	40µM*	-13	?	-22%	-7%
O=C(CCCCCn1c(=O)c2sccc2n(CC(=O)Nc2cc(C(F)(F)F)ccc2Cl)c1=O)NCc1ccccc1Cl	·	-3%	·	3	·	?	·
Cc1ccccc1-c1nc2cc(NC(=O)COc3ccc(F)cc3)ccc2o1	·	7%	·	15	·	93%[activator]	·
COc1ccc(-c2cc(N3CCC(NC(=O)c4cccc(OC(F)(F)F)c4)C3)n[nH]2)cc1 (configuration not stated)	-10%	-13%	40µM*	10	?	2%	2%
O=C(Nc1cccc(C(F)(F)F)c1)c1nc2c(o1)CCN(Cc1ccc(F)cc1)CC2	6%[172 µM]	-24%[87.6 µM]	28µM*	3	28µM*	-18%[87.6 µM]	-39%[88.5 µM]
CN1CC(=O)N(CC(=O)Nc2ccc(OC(F)(F)F)cc2)c2ccccc2C1=O	·	-8%	·	18	·	18%	·
Cc1ccc(C(=O)N2CCC3(CC2)NC(=O)N(c2ccc(F)cc2)N3)s1	8%	-3%	-30%	-4	?	13%	?
Cc1ccc(NC(=O)N2CCCC(Cn3c(C4CC4)nc4cccnc43)C2)cc1F (configuration not stated)	-4%	-11%	?	-4	?	46%[activator]	i
